Assay outcomes as filed in PubChem BioAssay.
NCOA2 inhibitor = inhibition of GAL4-SRC2 driven luciferase reporter, primary screen, SRC2 inhibitor project, cell-based, luminescence. HEK293 GAL4-SRC2 luciferase reporter. inhibition, % at 9 µM. AID 651957, 2012. Nuclear receptor coactivator 2 (Homo sapiens), Q15596. 370,000 tested, 0.17% active;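 active = inhibition above the mean inhibition of all tested compounds plus 3 SD, set per campaign, cut at about 52% in these data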;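 note: 0% = DMSO treated cells and 100% = cells given Gossypol at 36 µM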
HTR2A ag = mouse Htr2a agonists via beta-arrestin recruitment, primary screen, cell-based, luminescence | 5-hydroxytryptamine receptor 2A (Mus musculus), P35363 | CHO-K1 mHTR2A beta-arrestin complementation; percent of 30 µM serotonin response | activation, % at 7.6 µM | 360,000 tested, 0.66% active | AID 624169, 2012;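 active = activation above a run cutoff, the mean activation of all tested compounds plus 3 SD, cut at about 14% in these data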;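 note: 0% = plate median of compound wells and 100% = 30 µM serotonin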
Target sequence (P35363 whole entry, looked up): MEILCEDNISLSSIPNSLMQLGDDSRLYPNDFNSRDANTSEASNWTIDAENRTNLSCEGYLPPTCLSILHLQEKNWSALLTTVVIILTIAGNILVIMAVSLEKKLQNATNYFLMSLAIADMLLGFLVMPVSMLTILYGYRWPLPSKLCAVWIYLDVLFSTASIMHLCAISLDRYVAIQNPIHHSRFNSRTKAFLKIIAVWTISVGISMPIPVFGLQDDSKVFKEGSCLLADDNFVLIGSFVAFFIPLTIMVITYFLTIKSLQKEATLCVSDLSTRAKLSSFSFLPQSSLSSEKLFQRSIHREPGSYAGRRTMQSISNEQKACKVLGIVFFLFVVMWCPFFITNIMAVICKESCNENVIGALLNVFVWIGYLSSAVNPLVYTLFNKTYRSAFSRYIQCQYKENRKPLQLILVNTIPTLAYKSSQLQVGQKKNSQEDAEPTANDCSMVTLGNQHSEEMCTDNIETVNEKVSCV
N-glyco inh = increase of ERlucT glycosylation luciferase signal, primary screen, N-linked glycosylation inhibitor project, D54 ERlucT cells, luminescence, set 2. D54 ERlucT glycosylation luciferase reporter, 24 h; percent of 100 nM tunicamycin response. reporter increase, % at 12.5 µM. 360,000 tested, 0.23% active. AID 588692, 2011;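 active = mean luciferase reporter signal, scaled so untreated is 0 and the glycosylation-blocking control 100, at or above a set limit in every replicate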;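 note: luciferase carries N-glycosylation sites so blocking glycosylation raises the light; 0% = median of neutral control wells and 100% = median of 100 nM tunicamycin wells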
MC4R barr agon = MC4R agonists recruiting beta-arrestin, primary screen, cell-based, luminescence, agonist arm of biased-ligand search. Melanocortin receptor 4 (Homo sapiens), P32245. activation, % at 8.9 µM. U2OS MC4R beta-arrestin complementation; percent of melanotan II response, DMSO zero. 360,000 tested, 0.98% active;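 active = activation above a per-plate cutoff, the mean activation of sample wells on that plate plus 3 SD, cut at about 8% in these data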
Target sequence (P32245 whole entry, looked up): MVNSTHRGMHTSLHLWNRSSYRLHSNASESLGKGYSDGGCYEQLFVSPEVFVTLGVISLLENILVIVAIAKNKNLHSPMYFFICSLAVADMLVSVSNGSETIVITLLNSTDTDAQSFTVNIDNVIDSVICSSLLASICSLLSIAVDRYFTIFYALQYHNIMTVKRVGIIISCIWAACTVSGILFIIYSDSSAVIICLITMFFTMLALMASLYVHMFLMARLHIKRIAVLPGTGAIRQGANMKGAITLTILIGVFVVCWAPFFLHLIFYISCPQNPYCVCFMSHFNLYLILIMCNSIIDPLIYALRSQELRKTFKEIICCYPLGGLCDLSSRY
ABCB6 inh MLPCN = ABCB6 transporter inhibitors, primary screen, K562-ABCB6 cells, flow cytometry, MLPCN library. ATP-binding cassette sub-family B member 6 (Homo sapiens), Q9NP58. K562-ABCB6 porphyrin accumulation, 1 h; hits give low values. fluorescence ratio to DMSO, % at 10 µM. 360,000 tested, 0.19% active;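 active = fluorescence ratio to DMSO below 75%, the collection mean minus 3 SD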;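 note: signal is porphyrin accumulated inside mitochondria; 100% equals median channel fluorescence of DMSO control wells; lower ratio means ABCB6 inhibition with less porphyrin fluorescence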
H9c2 protect = cardioprotection against H2O2-induced cell death, primary screen, uHTS, H9c2 cells, ATPLite luminescence. H9c2 cardiomyocytes, H2O2 injury protection, 2 h. protection from H2O2 cell death, % at 20 µM. 360,000 tested, 0.63% active. AID 588492, 2011;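 active = compounds giving at least 50% protection of heart cells from peroxide-induced death in the single-dose screen, raw or plate-pattern-corrected value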;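 note: 0% = DMSO wells with peroxide and 100% = DMSO wells without peroxide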
ABHD5 PLIN5 PPI = ABHD5-PLIN5 interaction inhibitors, primary screen, cell lysate, split luciferase complementation, luminescence; Perilipin-5 (Homo sapiens) + 1-acylglycerol-3-phosphate O-acyltransferase ABHD5 (Homo …; Split G. princeps luciferase complementation, 4 h; inhibition, % at 4 µM; 360,000 tested, 0.78% active; AID 602281, 2012;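 active = inhibition above the mean inhibition across every tested compound plus 3 SD, cut at about 22% in these data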;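 note: 0% = DMSO only wells and the 100% control is not disclosed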
TLR9-MyD88 inh = inhibitors of TLR9-MyD88 association in cells, primary screen, cell-based, CHO, BLA complementation, fluorescence; Toll-like receptor 9 (Homo sapiens) + Myeloid differentiation primary response protein …; CCF4 FRET ratio; inhibition, % at 4.98 µM; 340,000 tested, 0.21% active; AID 504734, 2011;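 active = inhibition above the mean over all tested compounds plus 3 SD, cut at about 21% in these data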;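 note: 0% = DMSO only wells and 100% = clavulanate BLA inhibitor control wells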
NOD2-RIPK2 inh = NOD2-RIPK2 binding disruptors in cells, primary screen, fluorescence, CHO cells, BLA complementation | inhibition, % at 4.98 µM | CCF4 ratio | 360,000 tested, 0.38% active; in the data active = inhibition above about 21%;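 note: 0% = vehicle only and 100% = reference blocker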
MC4R antag cAMP = MC4R antagonists of cAMP signaling, primary screen, cell-based, TR-FRET, antagonist arm of biased-ligand search; Melanocortin receptor 4 (Homo sapiens), P32245; MC4R-expressing cells, MTII-stimulated cAMP, LANCE TR-FRET; inhibition, % at 6.5 µM; 360,000 tested, 0.48% active;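 active = inhibition above its plate's cutoff, the mean of tested wells on that plate plus 3 SD, cut at about 29% in these data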;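 note: 0% = Melanotan II alone and 100% = Melanotan II plus saturating MCL0020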
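Assay system: U2OS cells stably expressing human melanocortin 4 receptor (MC4R) / Dosing: 6.5 µM / Timing: compound 30 min, challenge 1 h, detection 1 h / Measured by: Eu-cAMP/anti-cAMP TR-FRET, emission 671 nm / Replicates: singlicate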
* marks the source's active call; other numbers are inactive results; nt = no result given. These rows are one share of the data; rates above refer to the full screens.

molecule	NCOA2 inhibitor	HTR2A ag	N-glyco inh	MC4R barr agon	ABCB6 inh MLPCN	H9c2 protect	ABHD5 PLIN5 PPI	TLR9-MyD88 inh	NOD2-RIPK2 inh	MC4R antag cAMP
CC(C)Sc1cc(N2CCCC2)nc(-c2ccccc2)n1	-11	0	-1	-1.4	105	-6	-4	-6	-1	0
Cc1cc(C)cc(NC(=O)CN(C)S(=O)(=O)c2cccc3nsnc23)c1	17	-5	-3	-0.2	98	7	-1	-5	-15	1
CSc1nc(NCC(C)O)c2c3c(sc2n1)CN(C)CC3 (stereo not given)	-1	1	6	-0.4	100	-2	3	5	-3	7
Cc1ccc(CCNC(=O)CCn2c(=O)c3cccn3c3ccc(F)cc32)cc1	12	3	3	0.1	100	7	-11	6	1	1
CSCc1cc(C(=O)NCCN2CCOCC2)c(N)s1	0	-3	nt	nt	nt	nt	-11	nt	-4	nt
N#CCCn1cc(C(=O)Nc2ccc([N+](=O)[O-])cc2)c(-c2cccs2)n1	10	-6	2	-2.0	98	-6	-1	2	6	10
O=C(O)c1cccc(N/N=C/c2ccc(-c3ccccc3)cc2)c1	-34	-4	-7	-0.3	96	-10	12	-4	11	5
CC(C)Nc1nc(C#N)nc(NC(C)C)n1	17	2	5	-3.2	93	-3	4	-5	-4	2
NC(=O)c1csc(-c2ccncc2)n1	18	0	2	-0.9	93	2	2	7	-5	2
CC1(C)S/C(=N/N=C/c2cccs2)NC1=O	-24	-6	2	-1.5	101	-5	-1	2	-13	-5
O=C(NC1CCN(Cc2ccccc2)CC1)c1ccccc1OCc1ccccc1Cl	-6	-16	-3	-0.9	89	-4	3	5	-3	-2
Cc1ccc(NS(=O)(=O)c2ccc3oc(=O)ccc3c2)cc1Cl	-2	7	-1	1.6	91	-10	0	-2	7	6
COc1nnc(-c2ccc(C)c(S(=O)(=O)NCC3CCCO3)c2)c2ccccc12 (stereo not given)	10	-6	2	-0.3	93	2	0	6	-6	4
Oc1ccccc1-c1cnc2cccnn12	22	-1	-7	1.2	97	-7	-6	nt	8	0
Nc1nc(-c2ccco2)nn1C(=O)c1ccccc1Cl	4	1	3	-1.4	100	2	3	3	3	-9
Cc1ccc(S(=O)(=O)N2CCC(C(=O)Nc3ccc(N4CCOCC4)cc3)CC2)cc1C	-28	2	-2	-0.4	101	-2	2	-7	-5	4
Nc1nc(-c2ccc(Cl)cc2)nn1C(=O)c1ccco1	-21	-2	8	0.6	91	-2	-12	5	-1	0
CCOC(=O)N1CCN(Cc2nnc(-c3ccccc3Cl)o2)CC1	-7	-1	0	2.0	93	1	1	8	-2	2
CN(/C(=N\S(=O)(=O)c1ccccc1)C(F)(F)F)c1ccccc1	-6	-4	1	-2.4	106	2	-8	2	-7	15
Cc1ccc(C(=O)NC=C(Cl)Cl)cc1	-3	-3	0	-1.3	100	-8	-2	0	-1	8
COc1ccc(CCC(=O)NCCc2ccc(OC)c(OC)c2)cc1	-2	1	-1	-1.4	97	-8	0	0	-7	2
Cc1cc(N2CCN(c3ccccc3)CC2)n2nnnc2n1	-8	0	1	-0.6	97	0	-4	-3	-3	8
COc1ccc(S(=O)(=O)NNC(=O)c2cc3c4ccccc4n(C)c3s2)cc1	-16	6	1	7.5	98	-3	-4	1	-5	4
COc1ccc(S(=O)(=O)N(C)CC(=O)N2CCN(c3ccc(F)cc3)CC2)cc1OC	-27	-7	-1	-1.0	97	-2	-3	3	-5	6
O=S(=O)(NCCC1=CCCCC1)c1ccccc1Br	-10	1	1	3.9	99	-12	-3	5	-8	7
COc1ccc(C(CNC(=O)CCNS(=O)(=O)c2ccc(Br)cc2)N2CCCC2)cc1 (stereo not given)	12	-4	-3	-2.5	100	3	14	1	-6	12
COc1cc(C(=O)NCC(=O)NCCN2C(=O)S/C(=C\c3ccc4c(c3)OCO4)C2=O)cc(OC)c1OC	8	-8	1	-0.1	96	16	-4	-5	-6	5
CN(C)C(=O)Nc1ccc(Cl)c(Cl)c1	-25	0	0	-0.6	89	-8	-1	nt	2	4
COC(=O)C1=CN(c2cc(C)cc(C)c2)C=C(C(=O)OC)C1c1ccc(OC)c(O)c1	1	0	-4	0.7	88	-12	-6	-12	-4	-2
O=C(O)c1cccc(CSc2n[nH]c(-c3ccc(Cl)cc3Cl)n2)c1	-24	-2	3	-4.1	99	16	0	-2	-4	4
CN(C)c1nc(N)c([N+](=O)[O-])c(N2CCCCCC2)n1	-1	5	-2	-1.1	95	0	3	-12	-20	16
O=C(NCc1ccco1)C1CCCN1C(=O)Nc1cccc(Cl)c1 (stereo not given)	-12	1	0	-3.7	99	4	3	4	9	5
CNC(=O)c1cccc(NC(=O)c2cc(-c3ccccc3)nc3c2cnn3C(C)C)c1	-6	-3	5	-1.6	87	59*	1	8	2	1
COc1ccc(OC)c(S(=O)(=O)Nc2cccc(C(C)=O)c2)c1	3	2	2	0.6	103	3	2	-9	-1	11
COc1cccc(-n2nnnc2SCC(=O)Nc2ccc(NC(C)=O)cc2)c1	-1	1	1	-1.1	92	4	-11	0	5	4
Cc1cccc(C(C)C)c1NC(=O)COC(=O)c1cc2ccccc2oc1=O	-4	-4	4	0.0	94	-5	-7	12	5	5
CON/C=N/C(=S)Nc1ncc(C(F)(F)F)cc1Cl	17	2	-3	5.9	96	-7	-19	-14	-9	20
Cc1cc(C)c2nc(SC(C)C(=O)NCC(=O)Nc3ccc(F)c(F)c3F)cc(C)c2c1 (stereo not given)	15	9	-2	7.9	96	0	2	-8	-9	-7
O=C(Nc1ncccc1O)c1ccc(S(=O)(=O)N2CCCC2)cc1	-38	8	10	-2.9	99	0	0	4	3	4
Clc1ccc(OCCSc2ncccn2)c(Br)c1	-81	-3	-9	-1.9	103	-14	2	-1	-9	-6
CC(=O)Nc1ccc(S(=O)(=O)NC2(c3ccccc3)C(=O)N(C)C(=O)N(C)C2=O)cc1	-8	-1	1	-0.7	103	3	-8	9	9	6
Cc1cccc(NC(=S)N(CCc2ccncc2)C(C)C)c1C	-6	1	1	-0.9	99	1	-2	0	-7	9
O=S(=O)(NC1CCCC1)c1ccc(S(=O)(=O)NC2CCCC2)cc1	-1	-1	-4	-0.9	99	-6	-17	4	2	8
O=C(NNc1nc2c(F)cc(F)cc2s1)C1=COCCO1	-4	2	2	-1.5	95	0	-1	0	0	24
O=c1c(Cc2ccc(F)cc2)c(O)ccn1CCc1cnc[nH]1	-16	10	1	-3.6	97	4	-2	5	-4	-2
C[C@@H]1CN([C@H](C)CO)S(=O)(=O)c2ccc(Br)cc2O[C@@H]1CN(C)C(=O)NC1CCCC1	-10	-5	2	-0.6	96	-6	-1	2	-1	1
O=C(CN1c2cccc3cccc(c23)S1(=O)=O)NCCc1ccc(F)cc1	3	-5	0	-1.3	109	6	10	3	2	0
COCCN(C(=O)COC(=O)CSc1ccccc1)c1c(N)n(Cc2ccccc2)c(=O)[nH]c1=O	0	9	2	0.3	100	-1	2	1	-4	6
COc1ccc(C)cc1S(=O)(=O)Nc1ccc2c(c1)OCO2	-3	0	-2	-1.4	93	-2	3	3	11	6
CN(C)CCNC(=O)c1cccc(-c2cnc3c(NC=O)cc(-c4cc(F)c(F)c(F)c4)cn23)c1	10	-9	-10	8.1	100	-11	9	nt	6	-3
Clc1ccc(-c2cc3nc(NCc4cccc(Cl)c4)ccn3n2)cc1	-61	-3	-2	0.9	99	-6	-10	nt	0	7
CCc1ccc(NC(=O)C2C3C=CC(C4CC34)C2C(=O)O)cc1 (stereo not given)	-7	-3	1	-2.4	87	-19	-10	4	-2	2
O=C(CN1C(=O)NC2(CCCCC2)C1=O)Nc1ccc(Cl)c(S(=O)(=O)N2CCOCC2)c1	9	-2	2	0.9	91	4	8	-12	-9	8
CSC1=NCCN1C(=O)c1ccc2c(c1)OCO2	0	8	2	-1.5	103	-7	3	-5	-3	1
Cc1nc(-c2ccccn2)nc(N2CCOCC2)c1Cl	24	5	-2	-0.4	92	5	4	5	-5	-4
CN(C)C(=O)C[C@@H]1C=C[C@@H](NC(=O)C2CCC2)[C@@H](CO)O1	14	-5	nt	nt	nt	nt	4	nt	-10	nt
CC(=O)c1ccc(NC(=O)CN2CCN(c3ccccc3)CC2)cc1	16	13	-1	-2.3	97	-6	2	4	7	-2
COc1cc(OC)c2c(-c3ccccc3)cc(=O)oc2c1C(CC(=O)N1CCCC1)c1ccc2c(c1)OCO2 (stereo not given)	-36	-2	-6	-1.5	95	-4	-2	-6	-16	0
COc1ccc(OC)c(C2/C(=C(/O)c3cnn(-c4ccccc4)c3C)C(=O)C(=O)N2CCN(C)C)c1 (stereo not given)	14	1	2	0.6	98	-6	-3	-7	-9	9
NC(=O)C1CCN(C(=O)c2ccc(Cl)c(S(=O)(=O)NCc3ccco3)c2)CC1	6	0	3	-0.8	87	-6	13	8	1	-6

Next section
molecule	NCOA2 inhibitor	HTR2A ag	N-glyco inh	MC4R barr agon	ABCB6 inh MLPCN	H9c2 protect	ABHD5 PLIN5 PPI	TLR9-MyD88 inh	NOD2-RIPK2 inh	MC4R antag cAMP
CN(CCC#N)Cc1cc(=O)oc2ccc3ccccc3c12	10	-6	-1	-1.0	97	-2	-8	4	-9	-19
COc1ccc(C(=O)OCc2nnc(-c3ccccc3)o2)cc1S(=O)(=O)N1CCOCC1	-19	6	0	-4.3	96	1	5	1	0	15
N#CCCn1cc(C(=O)Nc2ccc(C(=O)O)cc2)c(-c2cccc(Br)c2)n1	-2	-5	1	-1.0	100	0	4	3	-15	6
Cc1cc(C)c2oc(C(=O)N(Cc3cccs3)C3CCS(=O)(=O)C3)cc(=O)c2c1 (stereo not given)	30	-2	1	-1.4	102	-1	-11	-5	-6	11
